Compound activity: PubChem BioAssay, Broad Institute
DENV2 CPE rescue = inhibitors of DENV2 cytopathic effect. AID 651640. DENV2-infected cells, cytopathic effect rescue, plate reader. CPE inhibition, % at 9.99 µM. 350,000 tested, 1.7% active; in the data active = CPE inhibition above about 20%, passing the limit was not always enough; inconclusive = no clear call, values can overlap the other calls; tested in BHK-21 cells;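 note: 0% = median of neutral control wells and 100% = median of positive control wells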
E-sel inducer = induces E-selectin expression in human endothelial cells; 260,000 tested, 0.37% active; AID 686992; HUVEC E-selectin immunofluorescence imaging; normalized: neutral wells 0, TNF-alpha wells 100; P16581; activation, % at 7.58 µM;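 active = mean E-selectin-positive cell signal at least 10% of the positive control, reached in at least 60% of replicates, without over 20% cell loss; inconclusive = no rule given, readout overlaps actives, possibly toxicity-flagged; inactive = the rest, including those meeting only one limit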;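 note: in these data hits start at about 27%; measured in HUVEC primary endothelial cells; signal is the percent of cells scored E-selectin positive by PE staining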
Target sequence (P16581 whole entry, looked up): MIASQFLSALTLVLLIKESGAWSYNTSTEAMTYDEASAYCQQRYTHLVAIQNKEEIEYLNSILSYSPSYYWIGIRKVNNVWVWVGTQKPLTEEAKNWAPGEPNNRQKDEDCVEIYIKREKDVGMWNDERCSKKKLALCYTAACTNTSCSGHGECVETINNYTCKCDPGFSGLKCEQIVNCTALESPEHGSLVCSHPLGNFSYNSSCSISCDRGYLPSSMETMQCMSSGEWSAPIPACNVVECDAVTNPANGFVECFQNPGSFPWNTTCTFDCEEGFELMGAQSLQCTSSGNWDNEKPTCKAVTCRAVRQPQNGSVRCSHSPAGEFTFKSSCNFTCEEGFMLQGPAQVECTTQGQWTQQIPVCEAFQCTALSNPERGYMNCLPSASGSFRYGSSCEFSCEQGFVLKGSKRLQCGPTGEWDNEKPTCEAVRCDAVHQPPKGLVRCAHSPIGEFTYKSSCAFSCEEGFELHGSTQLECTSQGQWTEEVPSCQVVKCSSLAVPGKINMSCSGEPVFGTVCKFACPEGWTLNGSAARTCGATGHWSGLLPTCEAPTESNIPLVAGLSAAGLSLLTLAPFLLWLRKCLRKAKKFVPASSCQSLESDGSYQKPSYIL
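Test system: HUVEC | Signal: Immunofluorescence imaging | Read-out: Percent E-selectin-positive cells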
ERp5 inh = ERp5 (human) disulfide isomerase inhibition; ERp5 insulin aggregation, absorbance 650 nm, 90 min; inhibition, % at 9.99 µM; 350,000 tested, 0.05% active; AID 651711;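 active = mean replicate inhibition above about 25%, with every replicate also reaching it, limit read from the data, passing the limit was not always enough; inconclusive = only one of those two criteria met; inactive = neither criterion met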
Target sequence (Q15084 whole entry, looked up): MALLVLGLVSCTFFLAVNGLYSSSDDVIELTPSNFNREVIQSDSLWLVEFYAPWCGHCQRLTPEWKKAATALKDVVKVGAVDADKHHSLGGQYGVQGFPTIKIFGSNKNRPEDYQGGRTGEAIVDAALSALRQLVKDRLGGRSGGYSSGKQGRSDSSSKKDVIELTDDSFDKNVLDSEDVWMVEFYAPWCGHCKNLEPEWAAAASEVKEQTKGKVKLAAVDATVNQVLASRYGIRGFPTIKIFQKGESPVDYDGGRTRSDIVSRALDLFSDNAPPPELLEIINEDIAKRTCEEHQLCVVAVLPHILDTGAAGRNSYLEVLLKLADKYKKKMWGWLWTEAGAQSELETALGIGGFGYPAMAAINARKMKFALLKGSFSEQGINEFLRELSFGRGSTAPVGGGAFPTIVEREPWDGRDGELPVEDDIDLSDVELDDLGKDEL
Statin myotox sup = protects C2C12 myotubes from simvastatin toxicity | ATP luminescence, 48 h; scaled: DMSO 0, geranylgeraniol control 100 | rescue of ATP level, % at 7.49 µM | 330,000 tested, 0.78% active;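 active = mean ATP rescue above about 67%, or every replicate alone reaching that limit, limit read from the data, passing the limit was not always enough; inconclusive = no clear call, values can overlap the other calls; inactive = mean under the limit and some replicate under it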;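 note: myotubes were challenged with 10 µM simvastatin during compound exposure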
PglD inh = inhibitors of Campylobacter jejuni PglD acetyltransferase | purified PglD enzyme, DTNB colorimetric CoA detection | inhibition, % at 12.5 µM | 360,000 tested, 0.098% active; in the data active = inhibition above about 16%, passing the limit was not always enough; inconclusive = no clear call, values can overlap the other calls; note: strong numbers were not always called active
S100A4 MyoIIA = S100A4-myosin IIA interaction inhibition. AID 652163. P26447. inhibition, % at 10.7 µM. 360,000 tested, 0.14% active. S100A4/TAMRA-MyoIIA peptide fluorescence polarization;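 active = mean inhibition of at least 70% across replicates, with every replicate also reaching that level; inconclusive = mean inhibition reaches 70% but some replicates fall short; inactive = mean inhibition below 70%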
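Test system: S100A4 monomer protein; Medium: HEPES pH 7.2 with CaCl2, KCl, NaCl, DTT, Triton; Probe or stimulus: TAMRA-labelled myosin IIA heavy-chain peptide probe, 5 nM; Doses: one dose per compound; Times: polarization read 5 min after assay mix addition, stable 5–60 min; Benchmarks: neutral control DMSO, positive control TFP.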
SIRT5 block = blocks human SIRT5 desuccinylation of peptide. Q9NXA8. Purified SirT5, succinyl-peptide AMC, trypsin-coupled fluorescence. 330,000 tested, 1.1% active. inhibition, % at 15 µM; in the data active = inhibition above about 15%; inconclusive = no clear call, values can overlap the other calls
An asterisk follows results filed as active; ? = inconclusive; / = no result given; & = joins results of further samples.

SMILES	DENV2 CPE rescue	E-sel inducer	ERp5 inh	Statin myotox sup	PglD inh	S100A4 MyoIIA	SIRT5 block
C[C@@H]1CN([C@H](C)CO)C(=O)c2c(c3ccccc3n2C)-c2ccccc2CO[C@@H]1CN(C)C(=O)Nc1ccnc(N2CCOCC2)c1	-3	2.8	1	/	/	-5	6
Cc1noc(C)c1NC(=O)Nc1ccc2c(c1)C(=O)N([C@@H](C)CO)C[C@H](C)[C@@H](CN(C)S(=O)(=O)c1ccc(F)cc1)OCCCC[C@@H](C)O2	?	-0.1	0	/	-3	-6	13
COc1cc(C(=O)N2CCN(c3cccc(C)c3C)CC2)ccc1OCC(=O)N1CCOCC1	-6	-0.4	-1	2	3	5	5
CCOCCCNC(=O)c1ccc(CN2CCc3ccccc3C2)cc1	-5	0.1	5	3	0	-5	-3
Cc1c(C)n(Cc2ccc(F)cc2)c2ccc(C(=O)NCCN3CCOCC3)cc12	-3	/	-2	7	-11	-7	-4
CC(C)CC#Cc1ccc2c(c1)O[C@@H](CN(C)Cc1ccccn1)[C@@H](C)CN([C@@H](C)CO)S2(=O)=O	8	-0.1	-6	2	-2	2	0
O=C(O)CC1S/C(=N/N=C/c2ccc(-c3ccc(Cl)c([N+](=O)[O-])c3)o2)NC1=O (stereo not drawn)	2	/	6	/	/	-3	2
O=C(C1CC1)N1CC(=O)N2[C@H](CO)[C@@H](c3ccc(-c4ccccc4F)cc3)[C@H]2C1	5	0.6	-6	/	/	1	-3
O=C(NCC1CC1)Nc1ccccc1	3	/	-6	-3	-10	-1	0
Cc1ccc(N2OC3C(=O)NC(=O)C3C2c2ccco2)cc1 (stereo not drawn)	3	-1.3	9	8	3	-1	-1
CO[C@H]1CN(C)C(=O)c2ccc(NC(=O)Nc3cc(Cl)cc(Cl)c3)cc2OC[C@@H](C)NC[C@H]1C	-5	-0.2	3	-70	0	8	-10
CN(C)Cc1c(O)ccc2occ(C(=O)c3ccc(F)cc3)c12	2	0.0	?	-1	2	5	-2
Cc1ccc(S(=O)(=O)C2(C(=O)N3CCCC(C)C3)CC2)cc1 (stereo not drawn)	5	/	1	3	-1	-5	0
Cc1ccccc1NC(=O)C1CCCN(c2nnc(N3CCCC3=O)s2)C1 (stereo not drawn)	5	0.8	2	-4	5	4	-5
Cc1ccc(-c2nc(-c3ccncc3)no2)cc1C	1	/	4	3	-9	-2	6
COCC#Cc1ccc([C@H]2[C@@H](CO)N3C(=O)CN(C(=O)c4cccnc4)C[C@H]23)cc1	-11	1.3	4	/	/	3	1
COc1ccc(S(=O)(=O)Nc2ccc3c(c2)C(=O)N([C@@H](C)CO)C[C@H](C)[C@@H](CN(C)Cc2ccc(Oc4ccccc4)cc2)O3)cc1	-2	0.0	7	9	1	8	25*
O=C(NCc1ccccn1)c1ccc(OC2CCN(Cc3ccccc3)CC2)cc1	8	/	0	4	-1	-9	-1
CN1CCN(S(=O)(=O)c2ccc(N3CCN(c4ccccc4O)CC3)c([N+](=O)[O-])c2)CC1	7	-1.7	-4	-6	0	-5	2
Cc1ccc([N+](=O)[O-])c(C(=O)N/N=C/c2cccs2)c1	-1	-0.3	-5	/	/	3	-2
C[C@H](CO)N1C[C@H](C)[C@H](CN(C)CC2CCCC2)OCc2cnnn2CCCC1=O	1	-0.1	-5	14	-2	-9	0
C[C@@H]1CN([C@@H](C)CO)C(=O)c2c(c3ccccc3n2C)-c2ccccc2CO[C@@H]1CN(C)Cc1ccc(C(=O)O)cc1	?	-0.1	5	8	-1	-17	0
CCCN(C)C[C@@H]1OCCCC[C@@H](C)Oc2ccc(NS(=O)(=O)c3c(C)noc3C)cc2C(=O)N([C@@H](C)CO)C[C@@H]1C	-1	-0.2	5	/	5	-2	0
COC(=O)C[C@@H]1C=C[C@H](NC(=O)Nc2ccc(C(F)(F)F)cc2)[C@H](CO)O1	-1	0.1	1	-13	2	-10	-3
Cn1c(SCC(=O)Nc2ccc(N3CCOCC3)cc2)nnc1-c1ccccc1	10	/	0	-4	1	9	-1
Cc1ccc(OCCCC(=O)NNC(=O)c2ccccn2)cc1	8	-0.1	-2	-1	5	10	-8
O=C1c2ccccc2C(Nc2ccc3c(c2)OCCO3)N1Cc1ccc2c(c1)OCO2 (stereo not drawn)	0	0.0	-1	-6	3	0	/
Cc1ccc(OCC(=O)NN=C2c3ccccc3-c3ccccc32)cc1	6	/	2	-57	7	-4	-2
O=S(=O)(c1c(F)cccc1F)N(CCc1ccc(F)cc1)C[C@@H](O)COCc1ccccc1	-3	-0.1	-10	4	-5	-2	6
Clc1ccc(COn2ccnc2)cc1Cl	1	/	0	/	/	-2	-2

Single values from the results shown:
Reading of `COC(=O)C[C@@H]1C=C[C@H](NC(=O)Nc2ccc(C(F)(F)F)cc2)[C@H](CO)O1` in ERp5 inh: 1
Reading of `Cc1ccc(OCCCC(=O)NNC(=O)c2ccccn2)cc1` in SIRT5 block: -8

Next part
SMILES	DENV2 CPE rescue	E-sel inducer	ERp5 inh	Statin myotox sup	PglD inh	S100A4 MyoIIA	SIRT5 block
Cc1noc(C)c1S(=O)(=O)Nc1ccc2c(c1)C(=O)N([C@H](C)CO)C[C@@H](C)[C@H](CN(C)S(=O)(=O)c1cccs1)O2	2	0.0	3	0	-1	0	1
C[C@@H]1CN([C@@H](C)CO)C(=O)Cc2cc(NC(=O)NC3CCCCC3)ccc2O[C@H]1CN(C)S(=O)(=O)c1ccc(F)cc1	-1	0.5	-9	14	5	2	-2
CS(=O)(=O)c1ccc([C@@H](O)[C@@H](CO)NC(=O)C(Cl)Cl)cc1	-7	-1.9	-7	0	-3	4	-2
O=[N+]([O-])c1ccc(N2CCN(C(=S)Nc3ccc(F)cc3F)CC2)cc1	-1	-1.4	-4	/	-3	48	-5
Nc1nnc(SCCCC(=O)c2ccc(Br)cc2)s1	/	/	3	/	/	-25	7
O=C1C(SCCO)=C(SCCO)C(=O)c2ccccc21	1	10	5	-108	-2	27	-6
Cc1c2c(n3c(nc4ccccc43)c1C#N)N(CCCN(C)C)CC2	-2	0.1	-1	/	/	-9	-49
COc1ccc(C(=O)CN2C(=O)NC3(CCCc4ccccc43)C2=O)cc1 (stereo not drawn)	1	2.7	3	-1	/	-2	-1
C[C@H](CO)N1C[C@H](C)[C@@H](CN(C)Cc2ccccc2)Oc2ccc(NS(=O)(=O)c3ccc(Cl)cc3)cc2C1=O	-5	/	-7	38	-4	11	7
COc1ccccc1S(=O)(=O)Cc1ccc(C(=O)NCC2CCCO2)o1 (stereo not drawn)	8	1.2	1	/	4	-1	-2
COc1cc(/C=C/C(=O)OCC(=O)Nc2cccc(F)c2)ccc1O	4	0.2	1	-2	6	0	/
COCCNC(=O)c1cc2c(Br)ccc(Br)c2nc1N	-11	0.1	-2	/	/	4	-1
Cc1[nH]c2ccccc2c1N=Nc1c(C)n(C)n(-c2ccccc2)c1=O	-6	/	7	/	/	-6	0
COc1nccnc1NS(=O)(=O)c1ccc(NC(=O)c2ccccc2Br)cc1	-1	13	-1	40	-2	-2	2
Cc1ccc2[nH]cc(C(=O)NCc3cccs3)c(=O)c2c1	0	/	3	2	-1	2	-2
CN(C)CCNC(=O)c1onc(CSc2ccncc2)c1C(=O)NCCN(C)C	?	0.2	0	/	0	1	/
O=C(CN(c1ccc2c(c1)OCCO2)S(=O)(=O)c1ccccc1)NCc1ccc(Cl)cc1	19	/	3	/	-2	-11	-1
O=C(CN1CCOCC1)NCC[C@H]1CC[C@H](NC(=O)c2ccc3c(c2)OCO3)[C@@H](CO)O1	4	0.3	0	-11	-1	4	-4
Cc1ccccc1C(=O)NC1CCN(Cc2nnnn2Cc2ccccc2)CC1	/	-2.7	/	6	-4	/	/
CCOC(=O)c1ccc(N(C(=O)c2ccco2)C(C(=O)NC2CCCC2)c2ccncc2)cc1 (stereo not drawn)	9	/	5	-51	-3	-7	0
O=C(CSc1nc2ccccc2n1CC(=O)N1CCCCC1)N1CCCCC1	-10	1.1	8	3	3	7	-12
COc1cc(NC2c3ncccc3C(=O)N2Cc2ccco2)cc(OC)c1 (stereo not drawn)	/	/	-3	6	-5	-8	1
COc1ccc(-c2nc(=S)c3ccc4ccccc4c3[nH]2)cc1	-1	0.9	-4	/	/	-2	-5
O=C(C[C@@H]1CC[C@H]2[C@@H](COC[C@H](O)CN2S(=O)(=O)c2ccc(Cl)cc2)O1)NCCN1CCCCC1	-13	0.1	3	/	/	-15	-7
CCN1[C@@H]2c3ccc(-c4ccncc4)c(=O)n3C[C@H]1[C@H](CO)[C@H]2C(=O)NCc1ccccc1	-5	0.7	-1	-44	-1	19	-2
CN1C(=O)c2cc(NC(=O)C3CC3)ccc2OC[C@H]2O[C@@H](CC(=O)NCC3CCCCC3)CC[C@H]21	8	0.1	0	-8	-1	?	-2
CC(=O)c1cccc(S(=O)(=O)Nc2cccc(S(=O)(=O)NC3=NCCC3)c2)c1	13	-0.8	2	/	2	2	1
Cc1ccc(-c2ccc([C@@H]3[C@@H](CO)N4C(=O)CN(C(=O)Cc5ccccn5)C[C@@H]34)cc2)cc1	12	0.2	5	/	/	9	2
CCOC(=O)C1CCN(C2=C(NS(=O)(=O)c3ccc(Br)cc3)C(=O)c3ccccc3C2=O)CC1	18	/	1	-4	0	0	23*
C/C=C/c1cccc(-c2nc(C(=O)N3CCN(C)CC3)cc3c2[C@@H](CCO)N(C(=O)NC(C)C)C3)c1	-5	4.0	3	/	/	-11	0

Some entries already given with just Statin myotox sup, DENV2 CPE rescue and S100A4 MyoIIA.
compound | Statin myotox sup | DENV2 CPE rescue | S100A4 MyoIIA
CCOC(=O)c1ccc(N(C(=O)c2ccco2)C(C(=O)NC2CCCC2)c2ccncc2)cc1 (stereo not drawn) | -51 | 9 | -7
CCOC(=O)C1CCN(C2=C(NS(=O)(=O)c3ccc(Br)cc3)C(=O)c3ccccc3C2=O)CC1 | -4 | 18 | 0

More compounds.
SMILES	DENV2 CPE rescue	E-sel inducer	ERp5 inh	Statin myotox sup	PglD inh	S100A4 MyoIIA	SIRT5 block
CCN1CCN(C(=O)CSc2nc(N)cc(N)n2)CC1	6	-2.4	-5	/	/	-1	0
O=Cc1cccn1-c1ccc(O)cc1	-3	/	0	12	-1	-3	1
Cc1noc(C)c1NC(=O)Nc1ccc2c(c1)CC(=O)N([C@H](C)CO)C[C@H](C)[C@@H](CN(C)C(=O)Nc1ccccc1)O2	7	-0.1	-3	-30	-1	21	3
C(=Cc1cnc2ccccc2n1)c1ccc2c(c1)OCO2	6	-0.1	-7	-92	-4	9	-2
CCNC(=O)c1cc2c(c(-c3cccc(-c4ccncc4)c3)n1)[C@@H](CCO)N(S(=O)(=O)CC)C2	51*	-0.1	9	/	/	24	-2
COC(=O)[C@H]1[C@H](CO)[C@H]2Cn3c(ccc(-c4cccc(F)c4)c3=O)[C@H]2N1CC1CCCC1	-6	-0.7	-2	13	0	19	0
O=C(CNC(=O)c1ccccn1)N/N=C/c1ccc2c(c1)OCO2	6	/	5	-12	/	3	10
C[C@@H]1CN([C@H](C)CO)C(=O)Cc2cc(NC(=O)NC3CCCCC3)ccc2O[C@H]1CN(C)S(=O)(=O)c1ccc(Cl)cc1	5	0.3	4	-6	-1	4	/
Cc1noc(C)c1NC(=O)Nc1ccc2c(c1)C(=O)N([C@H](C)CO)C[C@H](C)[C@@H](CN(C)C(=O)Nc1ccc(F)cc1)OCCCC[C@H](C)O2	5	0.1	-6	-7	0	1	-1
NC(COCc1ccccc1)c1csc(Nc2nccc(C(F)(F)F)n2)n1 (stereo not drawn)	?	-0.1	-3	-23	-3	-8	/
CCCN1C(=O)C(=O)N(CC(=O)N2c3ccccc3NC(=O)CC2C)C1=O (stereo not drawn)	-3	3.5	1	3	-3	-50	-3
COc1ccc(CNC(=O)C2CCC(CNc3c(N4CCOCC4)c(=O)c3=O)CC2)cc1 (stereo not drawn)	0&-6	-0.3&-0.1	0&-5	8&14	0	-5&-1	2

Only part of the results is shown (hit frequency here may not be typical).
